KB-3-1 cytotox: qHTS assay for MDR1-selective chemotherapeutics: Primary screen using the parental adenocarcinoma cell KB-3-1. KB-3-1 viability, CellTiter-Glo ATP luminescence, 72 h. Potency, µM (titrated, usually from 46.1 µM), without a hit: at the highest dose activity change, negative = cytotoxic, most hits filed as cytotoxic. 400,000 tested, 1.4% active. AID 1347075, 2019; further: potency means the concentration at half of the fitted maximal effect; on the % scale 0 is the no-effect control and ±100 the full control effect; nearly all actives have a fitted effect of over 60% in size
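Parental KB-3-1 adenocarcinoma cells in phenol-red-free DMEM with 10% FBS were pin-treated with compounds at several concentrations, incubated 72 h at 37 °C, and viability read by CellTiter-Glo luminescence; concentration-effect curves were fitted after normalization.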
SW480 rereplic: A quantitative high throughput screen for small molecules that induce DNA re-replication in SW480 colon adenocarcinoma cells; SW480 DNA re-replication, Hoechst DNA content imaging, 48 h; Potency, µM (highest dose often 46.1 µM), without a hit: at the highest dose re-replication activation, actives largely listed as activators; 340,000 tested, 1.8% active; further: potency means the concentration at half of the fitted maximal effect; % of control where 0% means no effect; nearly all actives have a fitted effect of over 55% in size
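Image-based DNA-content assay: after two days of treatment, nuclei were labelled with the DNA dye Hoechst and imaged, and hits were compounds raising the count of nuclei showing high fluorescence intensity.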
MCF10A rerep: A quantitative high throughput screen for small molecules that induce DNA re-replication in MCF 10a normal breast cells. MCF 10A DNA re-replication, Hoechst nuclear intensity, 48 h. Potency, µM (doses to about 46.1 µM), inactives show at the highest dose activity, positive = re-replication, actives largely listed as activators. 350,000 tested, 2.9% active; further: potency means the concentration at half of the fitted maximal effect; % of control where 0% means no effect; nearly all actives have a fitted effect of over 50% in size
HT1080-NT tox: qHTS for induction of synthetic lethality in tumor cells producing 2HG: qHTS for the HT-1080-NT fibrosarcoma cell line | 360,000 tested, 1.6% active | HT-1080-NT fibrosarcoma viability, CellTiter-Glo ATP luminescence, 48 h | Potency, µM (titrated, usually from 46.1 µM), inactives show top-dose activity, negative = less viability, hits mostly cytotoxic;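 further: NT is the 2HG producing partner of a matched IDH1 knockdown line; potency means the concentration at half of the fitted maximal effect; 0% = DMSO-treated cells and -100% = media-only wells without cells; nearly all actives have a fitted effect of over 55% in size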
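Read-out is CellTiter-Glo luminescence after 10 minutes at room temperature, following 48 hours' compound treatment of HT-1080-NT cells (750 cells/well, RPMI, 5% FBS, 37 degrees C).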
IL-1B inflam inh: qHTS for Inhibitors of Inflammasome Signaling: IL-1-beta AlphaLISA Primary Screen; 360,000 tested, 4.7% active; activity change, % at 57.5 µM; THP-1 LPS/ATP IL-1B secretion, AlphaLISA, 16 h; stronger effect = lower value; in the data active means activity change below about -50%; inconclusive means mostly about -30% to -49%; further: on the % scale 0 is the no-effect control and ±100 the full control effect
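Secreted IL-1B measured by AlphaLISA bead assay after 16 h compound exposure of THP-1 cells; compounds (final up to 57.5 uM) added 1 h before LPS (250 ng/mL) and ATP (1.25 mM) stimulation; lower signal means less secretion.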
ATXN2 expr inh: Primary qHTS for Inhibitors of ATXN expression. HEK-293 ATXN2-luciferase reporter, luminescence, 24 h. Potency, µM (titrated, usually from 57 µM), for inactives: at the highest dose activity change, negative = inhibition, hits mostly inhibitors. 360,000 tested, 0.72% active; further: potency means the concentration at half of the fitted maximal effect; on the % scale 0 is the no-effect control and ±100 the full control effect; nearly all actives have a fitted effect of over 55% in size
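ATXN2-luciferase reporter cells (luciferase flanked by upstream and downstream ATXN2 gene portions) were treated 24 h at 37 °C with compounds at up to 57 uM. SteadyGlo luminescence gave expression; GF-AFC fluorescence gave viability.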
HT1080 IDH1KD tx: qHTS for induction of synthetic lethality in tumor cells producing 2HG: qHTS for the HT-1080-IDH1KD cell line. Potency, µM (top dose mostly 46.1 µM), for inactives: top-dose activity, negative = toxicity, hits mostly cytotoxic. 360,000 tested, 2% active. AID 686971, 2013. HT-1080 IDH1 knockdown viability, ATP luminescence, 48 h;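 further: potency means the concentration at half of the fitted maximal effect; 0% = DMSO wells and -100% = cell-free medium wells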
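Viability of IDH1-knockdown HT-1080 fibrosarcoma cells was assessed by CellTiter-Glo after 48 h at 37 °C with titrated compound; concentration-effect curves were classified by fit quality and response size.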
ATXN viability: Viability Counterscreen for Primary qHTS for Inhibitors of ATXN expression; S2 cells (HEK-293 line with an ATXN2-luciferase reporter) viability, CellTiter-Fluor protease fluorescence, 24 h; Potency, µM (titrated, usually from 56.7 µM), usual class: cytotoxic; 400,000 tested, 0.49% active; further: potency means the concentration at half of the fitted maximal effect; nearly all actives have a fitted effect of over 40% in size
KB-V1 cytotox: qHTS assay for MDR1-selective chemotherapeutics: Primary screen using the drug-selected MDR subline cells KB-V1. KB-V1 MDR cells viability, CellTiter-Glo, 72 h. 400,000 tested, 3.4% active. Potency, µM (doses to about 46.1 µM), without a hit: at the top dose activity change, negative = cytotoxicity, actives largely listed as cytotoxic; further: potency means the concentration at half of the fitted maximal effect; on the % scale 0 is the no-effect control and ±100 the full control effect; nearly all actives have a fitted effect of over 60% in size
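KB-V1 MDR subline cells in DMEM (phenol-red free, 10% FBS) exposed to compounds in qHTS concentration series for 72 h at 37 degrees C. Viability read by CellTiter-Glo luminescence; concentration-effect curves fitted after normalization and correction.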
* hit, by the source's call; i = inactive; ? = inconclusive; . = not tested or not shown; [ ] = remark or other dose. Unless noted, the call rests on the fitted dose curve; in most records, active means well fitted curve in the direction sought with a large enough effect; inconclusive means small, poorly fitted or top-dose-only effect, or another doubt; inactive means no such curve, though single readings can be large; an effect the other way counts as inactive or inconclusive.

Molecule | KB-3-1 cytotox | SW480 rereplic | MCF10A rerep | HT1080-NT tox | IL-1B inflam inh | ATXN2 expr inh | HT1080 IDH1KD tx | ATXN viability | KB-V1 cytotox
CC(C)(CNC(=O)c1sc2cc(Cl)ccc2c1Cl)N1CCOCC1 | -16.6% | -2.4% | ? | -10.0% | ? | -24.9% | 0.8% | ? | ?
Cc1cccc(C)c1OCc1n[nH]c(=S)o1 | 7.2% | 1.9% | 3.9% | 10.3% | 18.9 | -16.0% | -0.6% | i | -1.4%
COCCN(C(=O)COC(=O)c1cc(C)n(-c2ccccc2)c1C)c1c(N)n(Cc2ccccc2)c(=O)[nH]c1=O | -5.6% | -0.2% | 4.8% | 5.3% | -6.3 | 9.6% | 0.2% | i | 2.4%
O=C(Nc1cc(Cl)cc(Cl)c1)c1ccno1 | 1.8% | -1.0% | -0.5% | 0.1% | -3.2 | -6.3% | -1.2% | i | 0.0%
COc1cc(C(=O)Nc2nc(-c3ccc(C)cc3)cs2)ccc1OCC(=O)N1CCOCC1 | -1.0% | -88.3%[inhibitor] | 21.3% | -19.5% | -10.9 | . | -3.5% | ? | 0.9%
CCCCc1ccc(S(=O)(=O)NC(=O)C2(C)CCN2C(=O)CC2CC2)cc1 (stereo not drawn) | -0.1% | . | . | 2.9% | 12.9 | 0.0% | 1.9% | i | -0.4%
CC(CCc1ccccc1)NC(=O)CSc1ccccc1 (stereo not drawn) | -5.1% | -0.6% | 7.9% | 8.9% | 7.1 | 8.5% | 17.2% | i | ?
Cc1nn(C)cc1N1C(=O)c2cccc3c(N)ccc(c23)C1=O | 0.0% | -50.0%[inhibitor] | 1.4% | 11.7% | . | -22.8% | 8.5% | . | 0.1%
O=C(NCc1ccc(F)cc1)c1ccc(CNc2c(N3CCOCC3)c(=O)c2=O)cc1 | 21.5% | -23.0% | -12.8% | 28.2% | 11.1 | 10.3% | 7.1% | ? | ?
O=C(CSc1ncccc1-c1nc2ccccc2[nH]1)N1CCc2ccccc21 | -4.7% | 23.3% | -0.6% | -0.2% | 13.2 | 60.4%[activator] | -3.9% | i | ?
CN(CC(=O)NCCCN1CCOCC1)S(=O)(=O)c1cc(Cl)ccc1Cl | . | -2.2% | 4.4% | -1.8% | 6.5 | 9.1% | 21.3% | i | .
CNc1oc(-c2ccc(Cl)cc2)nc1C#N | 0.4% | 10.2% | 14.4% | -7.9% | 12.5 | 47.6%[activator] | -6.1% | i | -16.0%
Cc1c(-c2ccc(OCCN3CCCCC3)cc2)c(=O)oc2ccc3ccccc3c12 | 12.6% | . | . | 12.9% | 27.9 | 8.5% | 10.9% | i | 1.7%
N#Cc1nc(-c2ccc(COc3ccccc3)o2)oc1NCc1cccnc1 | -4.2% | . | . | . | . | -27.0% | . | ? | ?
CCOc1ccc(N(CC(=O)NCc2ccccc2)S(=O)(=O)c2ccc(C)cc2)cc1 | -6.4% | 0.8% | 0.8% | 6.4% | 14.6 | 3.2% | 11.5% | i | ?
O=C(NCc1ccccn1)c1cc(-c2ccccc2Cl)on1 | 13.9% | 0.7% | 2.1% | 11.0% | -19.1 | 32.2% | 15.4% | i | -17.4%
CC(C)OCC1CC(CC(=O)NC(=S)Nc2cccc([N+](=O)[O-])c2)C(=O)O1 (stereo not drawn) | -11.4% | -0.5% | -5.0% | -19.8% | 36.3 | -22.7% | -2.0% | i | -14.3%
Cc1nc2cc(C(F)(F)F)ccc2n1CCNc1nc(-c2ccc([N+](=O)[O-])c(Cl)c2)cs1 | ? | -4.4% | 8.0% | ? | ? | ? | ? | ? | -24.3%
Nc1nnc(SCC(=O)Nc2ccc(F)c(Cl)c2)n1-c1ccccc1 | ? | 18.6% | 12.4% | -12.0% | -4.7 | -10.7% | -5.5% | i | 2.4%
Cc1ccc(-c2nc(C)c(CCNC(=O)C(=O)Nc3ccc4c(c3)OCO4)s2)cc1 | -0.1% | . | . | . | . | 3.8% | . | i | -10.9%
CC1(C(=O)NS(=O)(=O)c2ccccc2Cl)CCN1C(=O)c1cccc2ccccc12 (stereo not drawn) | 0.0% | . | . | 27.4% | -3.1 | 2.0% | 10.9% | i | 2.1%
O=c1oc2ccccc2cc1-c1cn2cc(Cc3ccccc3F)sc2n1 | ? | . | . | . | . | 20.2% | . | ? | -26.4%
COc1ccc(CC(=O)OCC(=O)Nc2ccc(OC(F)F)cc2)cc1OC | 0.0% | -17.1% | 9.2% | -0.3%[9.24 µM] | -29.1 | -4.4% | 0.5% | i | 0.0%
Cn1c(C(=O)NCCc2ccsc2)cc2c(=O)n(C)c3ccccc3c21 | -14.0% | -1.7% | 4.9% | 2.3% | ? | -23.4% | 10.9% | i | ?
O=C1NCCN1CCNS(=O)(=O)c1ccc2ccccc2c1 | 0.6% | -1.8% | 3.0% | -2.4% | -5.4 | -7.1% | -0.9% | i | -19.0%
Cc1ccc2c(=O)cc(C(=O)Nc3sc4c(c3C(=O)NCc3cccnc3)CCCC4)oc2c1 | 1.9% | . | . | . | . | -5.7% | . | i | -0.2%
COc1cc(/C=N\NC(=O)CNC(=O)C(c2ccccc2)c2ccccc2)ccc1O | 11.8% | -2.8% | -6.2% | -3.7% | 12.0 | 9.0% | 1.6% | i | 13.2%
Cc1cc(-c2nn(-c3ccccc3F)cc2CN2CCN(c3ccncc3)CC2)c(C)s1 | 3.4% | ? | ? | 20.6µM* | -84.6* | -37.4% | ? | ? | -28.5%
Cc1ccc(S(=O)(=O)NCC(=O)OCc2ccccc2Br)cc1 | -4.7% | 76.9% | 0.8% | 5.3% | -16.0 | 1.4% | 9.9% | i | -12.4%
COc1cccc(/C=C/C(=O)OCC(=O)c2cc(C)n(CC3CCCO3)c2C)c1OC (stereo not drawn) | 12.6% | ? | 13.5% | -6.7% | 69.0 | -36.4% | -14.2% | i | -1.5%
CCCn1c(=O)c(C(=O)NCc2ccccc2OC)c(O)c2ccccc21 | -17.0% | -43.0%[inhibitor] | 18.7% | 12.4% | 0.0 | -4.4% | 2.8% | i | -0.5%
O=c1c(NCc2cccs2)nccn1-c1ccccc1 | -5.2% | . | . | . | . | 32.7% | . | i | 9.2%
O=C(Oc1cc(=O)oc2ccccc12)c1ccccc1 | 5.17µM* | 4.11µM* | 7.31µM* | 16.4µM* | 16.6 | -8.6% | 16.4µM* | i | 17.6%
COc1ccc(C(O)c2nc(-c3cccc(C(C)C)c3)cs2)cc1 (stereo not drawn) | 0.0% | . | . | ? | 9.3 | -2.9% | ? | ? | 3.4%
CO/N=C/NC(=O)NOCc1ccc(Cl)cc1Cl | 5.6% | -4.6% | 2.6% | -8.1% | -14.2 | 3.9% | -11.8% | i | 1.5%
CCn1c(NC(=O)c2ccc(C)cc2)c2ccccc2nc1=O | -0.3% | -2.5% | 7.5% | 2.1% | ? | 1.8% | 21.4% | i | 11.6µM*
CC(C)(C)NC(=O)COc1ccc(CNCc2cccnc2)cc1 | 1.9% | 1.0% | 1.2% | -4.3% | 4.9 | -6.0% | -1.6% | i | -23.9%
Cc1nc2cc(Cl)c(Cl)cc2n1CCCO | 5.7% | -10.0% | -2.7% | -8.5% | 12.7 | -8.0% | -5.3% | i | 17.9%
O=C(Cc1cccs1)N=Nc1c(O)[nH]c2ccc(Br)cc12 | 14.5% | 12.9% | -6.1% | 0.4% | 24.5 | -4.6% | 11.8% | i | -8.8%
O=C(CCc1nc(-c2cccs2)no1)NCc1ccc(F)cc1Cl | -4.5% | -7.3% | -7.4% | 2.5% | 16.0 | 2.9% | 10.6% | i | 12.7%
Cc1ccc(OCCn2cc(C(=O)O)c3ccccc32)cc1 | -4.1% | -6.2% | -2.7% | 19.3% | -7.0 | 8.5% | 16.7% | i | -5.9%
O=C(NC(=S)N1CCN(C/C=C/c2ccccc2)CC1)c1ccc(Cl)nc1 | 0.0% | 3.0% | 4.9% | -12.5% | 37.1 | 0.0% | -10.3% | i | 0.0%
CCOC(=O)/C(C#N)=C/NC(=O)NC(C)(C)C | 5.6% | -3.6% | -2.3% | -0.2% | 26.7 | -4.2% | 6.9%[9.24 µM] | i | -7.9%
CCCNC(=S)Nc1cccc(C(F)(F)F)c1 | -1.6% | -2.0% | 1.9% | -5.8% | 4.4 | -1.5% | -4.0% | i | 26.6%
O=C(CSc1nnc(-c2ccc(Cl)cc2)n1Cc1ccco1)c1cccs1 | -0.2% | -16.0% | ? | ? | -6.2 | 1.9% | -9.0%[9.24 µM] | i | -25.4%
O=C(Nc1ccccc1C(=O)NCc1ccccc1)c1ccccc1 | 16.8% | 8.6% | 5.8% | 8.5% | -17.3 | -7.8% | -22.9% | i | ?
Cc1cccc(CCNC(=O)C2CCN(S(=O)(=O)c3c(C)noc3C)CC2)c1 | -0.4% | ? | 20.0% | 2.6% | 39.6 | 0.0% | 8.2% | i | -26.1%
COc1ccc(C(CNC(=O)c2ccc(N3CCCC3=O)cc2)N(C)C)cc1 (stereo not drawn) | -8.9% | -0.3% | 1.4% | -2.0% | -7.6 | -6.5% | -0.6% | ? | -18.0%

Bioassay records: PubChem BioAssay, National Center for Advancing Translational Sciences (NCATS)
